Bioassay records as filed in PubChem BioAssay.
PV pol inh – inhibitors of poliovirus RNA polymerase binding and polymerization. poliovirus polymerase elongation, fluorescence polarization; hits give low values. % elongation, % (compound at 16.7 µg/mL). 150,000 tested, 0.66% active; in the data active means % elongation below about 90%; further: some results filed as inactive read as strong as hits
Target sequence (P03300 1749-2209 limits assumed): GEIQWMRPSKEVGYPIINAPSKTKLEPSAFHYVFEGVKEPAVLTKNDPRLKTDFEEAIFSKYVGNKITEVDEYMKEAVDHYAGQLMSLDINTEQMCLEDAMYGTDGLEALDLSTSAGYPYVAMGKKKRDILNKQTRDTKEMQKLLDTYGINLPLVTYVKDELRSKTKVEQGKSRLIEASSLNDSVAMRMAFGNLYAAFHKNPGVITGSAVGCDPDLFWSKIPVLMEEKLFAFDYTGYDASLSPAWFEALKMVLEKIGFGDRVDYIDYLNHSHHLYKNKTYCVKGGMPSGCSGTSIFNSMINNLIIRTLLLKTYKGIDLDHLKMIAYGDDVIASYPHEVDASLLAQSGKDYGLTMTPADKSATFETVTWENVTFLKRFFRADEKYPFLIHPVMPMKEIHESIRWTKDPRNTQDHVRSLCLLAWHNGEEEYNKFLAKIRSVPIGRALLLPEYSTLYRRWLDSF
PV pol inh FP z-score – further read-out of PV pol inh, marked with its call; z-score; measured here: FP z-score; hits read low
* marks the source's active call; other numbers are inactive results. The list is partial. The share of hits here may be higher or lower than overall.

#	smiles	PV pol inh	PV pol inh FP z-score
1	O=C(Nc1ccccc1)Nc1ccccc1N1CCOCC1	102	0
2	CN(C)c1ccc(CCNC(=O)c2ccco2)cc1	104	0.3
3	COc1ccccc1C(=O)N(Cc1nc(-c2cccc(C)c2)no1)C(C)C	108	0.5
4	O=C1CC(/C=C/c2ccncc2)=Nc2ccccc2N1	100	-0.5
5	Cc1ccc2nc(NNC(=O)c3ccc(S(=O)(=O)N4CC(C)OC(C)C4)cc3)sc2c1 (centres undefined)	103	1.4
6	CCC(Oc1ccccc1)C(=O)N(C)C (centres undefined)	101	0.2
7	CC(C)(C)N1C(=O)c2ccc(C(=O)Nc3ccccc3C(=O)O)cc2C1=O	99	-0.5
8	CCOC(=O)N1CCC(c2nc(C)sc2C(=O)NCc2ccc(Cl)cc2)CC1	97	-0.9
9	CCOC(=O)c1cc(=O)n2[nH]c(-c3ccc(Br)cc3)cc2n1	102	0.1
10	COC(=O)c1ccccc1N=Cc1c(O)[nH]c(=S)[nH]c1=O	102	0
11	COC(=O)c1ccc(COC(=O)C(C)N=C2NS(=O)(=O)c3ccccc32)o1 (centres undefined)	105	0.3
12	c1csc(C2=NN3C(C2)c2ccccc2OC3c2cccs2)c1 (centres undefined)	118	1.8
13	CCOC(=O)c1cc(-c2ccc(C)cc2)n(CC(=O)Nc2cc(C)ccc2C)c1C	106	0.5
14	O=S1(=O)c2ccccc2N(Cc2cccc(Cl)c2)c2ccccc21	112	1.7
15	Fc1ccc(C2=CC(c3ccc(F)cc3)n3c(nc4ccccc43)N2)cc1 (centres undefined)	108	0.7
16	O=C(Nc1ccc2c(c1)OCO2)c1ccccc1	104	0.5
17	COc1ccc2c(c1)c1nc3ccccc3nc1n2C	95	-1.2
18	NC(=S)Cc1ccccc1	98	-0.5
19	O=C(Cn1c(=O)n(-c2ccccc2Cl)c(=O)c2sc3ccccc3c21)N1CCCC1	100	-1.3
20	COc1ccccc1CNC(=O)C(=O)NCC(c1ccco1)S(=O)(=O)c1cccs1 (centres undefined)	103	-0.9
21	COc1ccc(OC)c(NC(=O)CCc2c(C)nc3c(c(C)nn3C(C)(C)C)c2C)c1	102	-0.9
22	O=C(Nc1ccccc1)Nc1cccc(C(F)(F)F)c1	104	0.7
23	COc1nonc1NC(C)=O	105	0.3
24	CCCCCSc1nnc2c(n1)OC(c1ccc(C)s1)N(C(C)=O)c1ccccc1-2 (centres undefined)	107	0.4
25	Cc1c(Cl)cccc1NC(=O)N1CCOc2ccccc21	110	0.6
26	CCN1CCC(N(Cc2ccc(F)cc2)C(=O)Nc2ccccc2Cl)CC1	100	-0.6
27	Cc1cccc(CCNC(=O)c2ccc(CSCc3cccc(Cl)c3)o2)c1	104	-0.3
28	CCc1ccc2oc(-c3ccc(NC(=O)c4ccccc4)cc3)nc2c1	102	0.1
29	OC1(C#CCN2CCCCCC2)CCCCC1	102	0.1
30	CCC(C)NC(=O)Cc1csc(-c2ccccc2)n1 (centres undefined)	104	1.2
31	O=C(NCCc1cn2ccccc2n1)C1CCCCC1	101	-0.1
32	Cc1cc(=O)oc2c(C)c(OC(=O)c3ccco3)ccc12	103	1.8
33	CC(C)(C)C(=O)/C=c1\s/c(=C\c2ccc3c(c2)OCO3)c(=O)n1Cc1cc(=O)n2ccsc2n1	134	4.4
34	Cc1cc(NC(=O)CCC2CCCC2)nc2c1c(=O)oc1ccccc12	104	0.6
35	Cc1cccc(C)c1NC(=O)Cn1nc(-c2ccc3c(c2)OCCO3)ccc1=O	101	-0.6
36	C=CCNC(=O)c1ccccc1NC(=O)c1ccc(OC)cc1	103	0.7
37	O=C(NN=C1CCCCCCC1)c1ccc(CN2CCOCC2)cc1	103	0.3
38	Cc1c(C(=O)NC(C)C)oc2ccc(S(=O)(=O)N3CCCC3)cc12	101	0.1
39	CCOC(=O)CSc1nnc(Cn2nnc3ccccc32)n1-c1ccc(F)cc1	105	0.2
40	CCOC(=O)c1c(-c2ccccc2)oc2ccc(OCC(O)CN(C)C)cc12 (centres undefined)	99	-0.2
41	CCOc1ccc(NC(=O)Cn2c(=O)n(-c3cccc(OC)c3)c(=O)c3c4c(sc32)CCCC4)cc1	109	0.8
42	O=c1[nH]c(SCCOc2ccccc2)nc2ccccc12	104	0.2
43	Cn1nc(N2CCCCCC2)c(=O)n(C)c1=O	104	0
44	CCn1c(=Nc2ccc(N3CCOCC3)cc2)ccc2ccccc21	103	0.3
45	CCn1c(SCCCC(=O)c2ccc(Br)cc2)nnc1-c1cccs1	105	0.4
46	CCCOc1ccc(C(=O)NCC2(c3ccc(OC)cc3)CCOCC2)cc1	104	0.7
47	O=c1c2c(Br)c3c(=O)n(CCO)c(=O)c3c(Br)c2c(=O)n1CCO	90	-2.4
48	COC(=O)c1ccc(NC(=O)C(C)Sc2ncn(-c3ccccc3)n2)cc1 (centres undefined)	102	1.1
49	CC(=O)Oc1ccc(N(C(C)=O)S(=O)(=O)c2ccc3ccccc3c2)cc1	103	0.2
50	Cc1c(F)cccc1NC(=O)OCc1ccccc1	102	0

Later entries
#	smiles	PV pol inh	PV pol inh FP z-score
51	O=C1c2ccccc2CC1Sc1nnc(-c2ccco2)c(-c2ccco2)n1 (centres undefined)	99	-0.9
52	CCc1ccc2[nH]c(=O)c(CN(CCN3CCCC3)C(=O)NCc3ccccc3)cc2c1	102	0
53	O=C(O)CSCC(=O)N1CCN(c2ccc(F)cc2)CC1	100	-0.4
54	O=c1oc2ccc(Cl)cc2n1CN1CCCCC1	108	0.6
55	CN(CC(=O)Nc1ncc(Cl)cc1Cl)Cc1ccc(Cl)cc1	105	0.3
56	CCOCCCn1c(SCC(=O)NC2(C#N)CCCCC2)nc2ccccc2c1=O	102	0
57	Cc1cc(C(=O)N/N=C2\CC(c3ccccc3)Oc3ccccc32)c(C)o1 (centres undefined)	102	-0.1
58	COc1ccc(/C=C2/N=C(c3ccccc3)OC2=O)cc1	102	0.3
59	O=C(NCCN1CCN(c2ccccc2)CC1)c1ccc2c(=O)n(CCc3ccccc3)c(=O)[nH]c2c1	102	0.4
60	CC1CCCCN1c1nnc(NC(=O)Nc2ccccc2F)s1 (centres undefined)	110	0.6
61	Cc1nnc(NC(=O)c2cccn(Cc3ccccc3F)c2=O)s1	109	0.3
62	Cc1ccc(N(CC(=O)Nc2cc(C)ccc2C)S(=O)(=O)c2c(C)noc2C)cc1	111	1
63	CCCc1nc2sc3c(N4CCCCC4)ncnc3c2c2c1CCCC2	107	0.6
64	CCn1c(SCC2COc3ccccc3O2)nnc1-c1cccs1 (centres undefined)	102	0.1
65	O=C(COC(=O)c1ccc(Cl)nc1)NCc1ccccc1	102	0.3
66	Cc1cc(C)c(S(=O)(=O)Nc2cc(Cl)c3oc4c(c3c2)C(=O)CCC4)cc1C	101	-1.6
67	Cc1ccc(S(=O)(=O)c2cn(Cc3ccccc3F)c3cc4c(cc3c2=O)OCO4)cc1	102	-0.6
68	Cc1cccc(S(=O)(=O)NCc2cn3ccsc3n2)c1	99	-0.5
69	CN(C(=O)COC(=O)c1ccc2ccccc2c1)c1ccccc1	101	0
70	CC1CN(C(=O)CCC(=O)NC2CCN(Cc3ccccc3)CC2)c2cc(Cl)ccc2O1 (centres undefined)	106	2.4
71	CCN1CCN(C(=O)C(C)n2c(C)c3cnn(-c4ccccc4)c(=O)c3c2C)CC1 (centres undefined)	105	0.5
72	CCOc1ccc(NC(=S)NCCCn2ccnc2)cc1	101	-0.1
73	CCOC(=O)CC(NC(=O)c1cc2cc(Cl)ccc2oc1=O)c1ccc(C)cc1 (centres undefined)	108	0.8
74	CCOc1ccc(NC(=O)CN(C)c2ccc(S(=O)(=O)N(C(C)C)C(C)C)cn2)cc1OCC	105	0.4
75	Cc1cccn2c(=O)c(C(=O)NCCCN3CCCCC3C)c(O)nc12 (centres undefined)	103	-0.4

Retrieved one by one from the entries so far:
#	smiles	PV pol inh	PV pol inh FP z-score
52	CCc1ccc2[nH]c(=O)c(CN(CCN3CCCC3)C(=O)NCc3ccccc3)cc2c1	102	0
70	CC1CN(C(=O)CCC(=O)NC2CCN(Cc3ccccc3)CC2)c2cc(Cl)ccc2O1 (centres undefined)	106	2.4
73	CCOC(=O)CC(NC(=O)c1cc2cc(Cl)ccc2oc1=O)c1ccc(C)cc1 (centres undefined)	108	0.8

Next part
#	smiles	PV pol inh	PV pol inh FP z-score
76	O=C(NC(=O)c1ccccc1)NC1CCCC1	100	-0.3
77	N#Cc1ccc(-c2ccc(OCc3ncc(-c4ccccc4)o3)cc2)cc1	102	0
78	COc1ccccc1NC(=O)COC(=O)CC(C)(C)CC1=NS(=O)(=O)c2ccccc2N1	107	0
79	Cc1ccc(C(=O)N2Cc3ccccc3CC2C(=O)O)cc1 (centres undefined)	105	0.6
80	CC(C(=O)O)(c1ccccc1)c1ccccc1	101	-0.2
81	CC(C)(Oc1ccccc1OC(=O)c1ccccc1)C(=O)CBr	102	-0.3
82	O=C1NC(=S)S/C1=C\c1cn(CC(=O)N2CCOCC2)c2ccccc12	126	7.2
83	O=C(NCCCN1CCN(Cc2ccccc2)CC1)c1cnn(-c2ccccc2)c1-n1cccc1	102	0.2
84	CN1/C(=C/C(=O)C2CCC2)Sc2ccccc21	100	-0.6
85	O=C(CC1SC(=O)N(c2ccccc2)C1=O)Nc1ccccc1 (centres undefined)	104	0.5
86	CCCNC(=O)c1ccc(CSc2nc3ccncc3[nH]2)cc1	101	-0.8
87	N#CC(C#N)=CC1CCCCC1	121	1.7
88	Cn1c(NCc2ccncc2)nc2ccccc21	99	-0.5
89	COCCn1c(SCc2coc(-c3cccs3)n2)nc2scc(-c3ccccc3)c2c1=O	100	-0.3
90	CC(C)NC(=O)N(Cc1ccccc1)Cc1cccnc1	105	0.3
91	CCN(CC)C(=O)Cn1cc(S(=O)(=O)CC(=O)N2CCCCC2)c2ccccc21	103	0.2
92	O=C(O)CSC(=S)N1CCOCC1	101	-0.2
93	Cc1ccc(Cn2c(SCc3ccc(C(=O)N4CCCCCC4)cc3)nc3ccncc32)cc1	102	-0.7
94	Cc1nc2c(-c3ccccc3)c(C)[nH]n2c(=O)c1Cc1ccc(C(C)C)cc1	106	0.4
95	CN(Cc1cc(Br)cc(Br)c1N)C1CCCCC1	99	0
96	Cn1c(=O)n(C)c2cc(N3CCCCC3)c(NC(=O)Nc3ccc(Br)cc3)cc21	109	-1
97	Cc1cc(NC(=O)CN2CCCc3ccccc32)no1	102	0
98	CC(C)[C@H]1COC(c2cccc(C3=N[C@@H](C(C)C)CO3)n2)=N1	104	-0.1
99	Cc1oc2ccccc2c2nn(C)c(=O)c1-2	102	0.1
100	O=C(CSc1nc(O)cc(=O)n1-c1ccccc1)N1CCc2ccccc21	98	-0.6

5 structures from above, arranged by molecular weight, rising.
#	smiles	PV pol inh	PV pol inh FP z-score
85	O=C(CC1SC(=O)N(c2ccccc2)C1=O)Nc1ccccc1 (centres undefined)	104	0.5
81	CC(C)(Oc1ccccc1OC(=O)c1ccccc1)C(=O)CBr	102	-0.3
78	COc1ccccc1NC(=O)COC(=O)CC(C)(C)CC1=NS(=O)(=O)c2ccccc2N1	107	0
83	O=C(NCCCN1CCN(Cc2ccccc2)CC1)c1cnn(-c2ccccc2)c1-n1cccc1	102	0.2
89	COCCn1c(SCc2coc(-c3cccs3)n2)nc2scc(-c3ccccc3)c2c1=O	100	-0.3

Following part.
#	smiles	PV pol inh	PV pol inh FP z-score
101	COc1ccccc1N1CCN(CC(N)=O)CC1	101	-0.1
102	CC(C)Cc1nnc(NC(=O)CCCN2C(=O)CCC2=O)s1	103	0.5
103	CCOc1ccc(C2CC(=O)NC3=C2C(=O)CCC3)cc1 (centres undefined)	103	0.4
104	Cc1cc(C(=O)N2CCN(Cc3ccccc3)CC2)n[nH]1	104	0.4
105	COc1ccc(O)c(C2(O)C(=O)c3ccccc3C2=O)c1	101	0.1
106	CCCOc1cccc(C(=O)Nc2ccc(C(=O)OC)cc2)c1	105	1.3
107	CCOC(=O)c1cccc(NC(=O)N2CCC(CN3CCc4ccccc4C3)CC2)c1	114	0.6
108	Cc1ccc2nc(NCc3ccccc3)c3nnnn3c2c1	108	0.2
109	COc1ccc2c(C)c(CC(C)O)c(=O)oc2c1 (centres undefined)	105	0.8
110	COc1ccc(CN(C)S(C)(=O)=O)cc1	102	0.2
111	COc1cc(-c2cc(OC)c3c(C)oc(C)c3c(=O)c2)ccc1OC(=O)c1ccccc1C	97	-0.6
112	Cc1nnc(NC(=O)c2cn(-c3ccccc3)nc2-c2cccnc2)o1	104	0.1
113	O=C(NCc1ccc2[nH]c3c(c2c1)CCCC3)c1ccc(C(F)(F)F)cc1	101	-0.3
114	O=C(O)Cc1ccc2c(c1)CCC2	101	-0.5
115	COc1ccc2oc(=O)c(-c3nc(-c4ccncc4)n[nH]3)cc2c1	102	1
116	CN(c1ccc(-c2csc(-c3cccs3)n2)cc1)S(C)(=O)=O	88*	-1.4*
117	CN(CCCn1cnc2c([nH]c3ccc(Cl)cc32)c1=O)C1CCCCC1	103	0.2
118	CCOC(=O)C1CCCN(C(=O)CSCc2nc(-c3ccc(Cl)cc3)oc2C)C1 (centres undefined)	99	-0.7
119	CCc1ccc(CNC(=O)C2CCN(C(=O)c3ccc(-n4ccc5ccccc54)s3)CC2)cc1	102	-1
120	COc1cc(CNCc2cccc(C(F)(F)F)c2)cc(OC)c1	105	0.9
121	Cc1ccc(N=CC2=C(O)CCCC2=O)cc1	100	0
122	COC(=O)C1=C(N)OC(OC)=C(C#N)C1c1ccncc1 (centres undefined)	94	-0.6
123	O=C(Nc1ccccc1)Nc1ccc(Cl)c(Cl)c1	100	0
